POLI inh: blocks human DNA polymerase iota activity; Q9UNA4; Potency, µM (series often up to 115 µM), for the others: at the top dose activity, negative = inhibition, hits mostly inhibitors; Pol iota fluorescent replication assay, 10 min; 390,000 tested, 1% active; also: potency is read from the fitted curve at half-maximal effect
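Fluorescent replication assay read twice, at 0 min and 10 min after adding 50 nM (final) substrate. Enzyme (10 nM) and compounds were first incubated 15 min at room temperature; enzyme-free buffer wells were negative controls.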
Pol eta inh: blocks human DNA polymerase eta activity | 390,000 tested, 1.2% active | recombinant Pol eta, fluorescent DNA replication assay | Potency, µM (doses to about 114 µM), for the others: at the top dose activity change, negative = inhibition, usual class: inhibitors; also: potency is read from the fitted curve at half-maximal effect; % is scaled to controls: 0 for no effect and ±100 for the full control effect
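Fluorescent replication assay: 50 nM final substrate added after a 15 min room-temperature compound preincubation with 10 nM enzyme. Signal taken at 0 min and again at 10 min.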
Pol kappa inh: DNA polymerase kappa (human) inhibition; 400,000 tested, 0.53% active; purified Pol kappa, fluorescent DNA synthesis assay, 10 min; Potency, µM (titrated, usually from 107 µM), without a hit: at the highest dose activity, negative = inhibition, usual class: inhibitors; also: potency is read from the fitted curve at half-maximal effect; % is scaled to controls: 0 for no effect and ±100 for the full control effect
Target sequence (Q9UBT6 whole entry, looked up): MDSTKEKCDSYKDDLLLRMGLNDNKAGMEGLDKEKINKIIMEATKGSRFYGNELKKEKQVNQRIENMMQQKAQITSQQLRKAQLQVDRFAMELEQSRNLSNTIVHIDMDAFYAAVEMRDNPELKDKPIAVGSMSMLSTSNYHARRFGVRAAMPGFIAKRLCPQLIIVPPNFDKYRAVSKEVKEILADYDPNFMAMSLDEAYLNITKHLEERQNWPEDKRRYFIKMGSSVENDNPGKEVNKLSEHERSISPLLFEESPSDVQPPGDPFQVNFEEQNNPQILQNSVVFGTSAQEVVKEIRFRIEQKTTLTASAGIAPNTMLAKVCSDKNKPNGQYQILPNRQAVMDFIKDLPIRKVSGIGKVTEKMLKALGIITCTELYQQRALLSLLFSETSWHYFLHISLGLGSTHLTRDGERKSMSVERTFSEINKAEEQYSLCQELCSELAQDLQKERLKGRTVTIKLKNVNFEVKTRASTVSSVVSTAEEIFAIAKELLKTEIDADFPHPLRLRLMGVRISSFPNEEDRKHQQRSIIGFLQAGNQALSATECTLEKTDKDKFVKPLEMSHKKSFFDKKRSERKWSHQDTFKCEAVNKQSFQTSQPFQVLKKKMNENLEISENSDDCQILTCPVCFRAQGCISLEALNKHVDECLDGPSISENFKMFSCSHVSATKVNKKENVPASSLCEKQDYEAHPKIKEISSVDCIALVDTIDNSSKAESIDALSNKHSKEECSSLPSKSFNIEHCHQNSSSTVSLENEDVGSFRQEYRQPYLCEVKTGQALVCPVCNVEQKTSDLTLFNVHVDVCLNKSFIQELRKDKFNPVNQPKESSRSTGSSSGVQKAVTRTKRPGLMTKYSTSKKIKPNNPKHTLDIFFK
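Enzyme at 10 nM met test compounds for 15 min at room temperature. Substrate addition (50 nM final) began the reaction, which was monitored by fluorescence at 0 and 10 min.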
BLM inh: inhibitors of human Bloom syndrome helicase BLM; recombinant BLM DNA unwinding, fluorescence dequenching; P54132; Potency, µM (series often up to 56.1 µM), for inactives: top-dose activity change, negative = inhibition, most hits filed as inhibitors; 350,000 tested, 0.2% active;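 also: potency is read from the fitted curve at half-maximal effect; plate controls were vehicle for no effect and no enzyme for full effect; nearly all actives have a fitted effect of over 35% in size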
POLB inh: DNA polymerase beta (human) inhibition; P06746; Pol beta primer extension/strand displacement, fluorescence kinetic; Potency, µM (highest dose often 114 µM), for the others: top-dose activity change, negative = inhibition, usual class: inhibitors; 340,000 tested, 1.3% active; AID 485314; also: potency is read from the fitted curve at half-maximal effect; % is scaled to controls: 0 for no effect and ±100 for the full control effect
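Human Pol beta at 10 nM; strand-displacement substrate 50 nM final. Compound exposure 15 min at room temperature before start, reaction 10 min at room temperature.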
Anesthetic bind: candidate novel general anesthetic via apoferritin binding | P02791 | apoferritin/1-aminoanthracene competitive binding, fluorescence | Potency, µM (series often up to 77.5 µM), inactives show at the highest dose activity change, negative = displacement, most hits filed as inhibitors | 350,000 tested, 0.074% active | AID 485281; also: potency is read from the fitted curve at half-maximal effect; % is scaled to controls: 0 for no effect and ±100 for the full control effect; nearly all actives have a fitted effect of over 20% in size
Target sequence (P02791 2-175 limits assumed): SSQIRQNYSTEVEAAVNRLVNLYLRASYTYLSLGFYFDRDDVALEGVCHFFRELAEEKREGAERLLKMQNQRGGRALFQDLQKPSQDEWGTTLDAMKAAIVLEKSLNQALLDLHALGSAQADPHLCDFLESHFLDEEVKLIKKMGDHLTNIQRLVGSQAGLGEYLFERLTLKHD
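In PBS, apoferritin at 10 uM is loaded with 1-AMA from a 50% saturated solution. After 10 min of compound exposure at ambient temperature, reduced 535 nm fluorescence indicates probe displacement.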
RXFP1 antag: RXFP1 (human) relaxin receptor antagonism; 350,000 tested, 0.59% active; HEK293-RXFP1, relaxin-stimulated cAMP HTRF, 30 min; active compounds read low; activity change, negative = inhibition, % at 57.5 µM;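 active = activity change of -60% or lower, but not beyond a set lower limit; inconclusive = change between -60% and -40%, or beyond the set limit; inactive = change above -40%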; also: % is scaled to controls: 0 for no effect and ±100 for the full control effect
APEX1 inh: APE1 (human) endonuclease inhibition; P27695; recombinant APE1, TAMRA/BHQ-2 abasic DNA cleavage fluorescence; Potency, µM (highest dose often 65.8 µM), without a hit: at the top dose activity change, negative = inhibition, most hits filed as inhibitors; 350,000 tested, 0.35% active;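 also: potency is read from the fitted curve at half-maximal effect; plate controls were vehicle for no effect and reference inhibitor for full effect; nearly all actives have a fitted effect of over 55% in size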
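0.75 nM APE1 + cpd, 15 min RT; start w/ 50 nM TAMRA/BHQ-2 THF-abasic dsDNA; kinetic fluor 525/598 nm ×3 reads @60 s; Δ(read3−read1); normalized to DMSO and NSC13755 control wells.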
Tb PGK inh: T. brucei PGK inhibition. P07378. PGK/GAPDH coupled, Kinase-Glo luminescence, 60 min. Potency, µM (doses to about 57.5 µM), for the others: at the top dose activity change, negative = inhibition, most hits filed as inhibitors. 380,000 tested, 0.043% active. AID 602233; also: potency is read from the fitted curve at half-maximal effect; % is scaled to controls: 0 for no effect and ±100 for the full control effect; nearly all actives have a fitted effect of over 60% in size
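Recombinant glycosomal PGK reaction used 1,3-bisphosphoglycerate generated in-well by GAPDH (100nM final) in 100mM TEA pH 7.6, 5mM MgCl2, 0.01% Tween-20. After 60 minutes at room temperature, ATP was read by Kinase-Glo Plus luminescence end-point.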
The depositor's hits bear a star; i = inactive; u = inconclusive; x = not tested or not shown; & = joins results of further samples; [ ] = another dose, or the depositor's remark. Unless noted, calls follow the shape of the dose curve; as a rule, active = well fitted curve in the direction sought with a large enough effect; inconclusive = small, poorly fitted or top-dose-only effect, or another doubt; inactive = no such curve, though single readings can be large; an effect the other way counts as inactive or inconclusive.

A first look (two entries):
SMILES	POLI inh	Pol eta inh	Pol kappa inh	BLM inh	POLB inh	Anesthetic bind	RXFP1 antag	APEX1 inh	Tb PGK inh
COc1ccc(CCC(=O)Nc2nnc(C)s2)cc1	-12%	-9%	-8%	x	x	x	10	x	-2%
CCC(=O)Nc1cccc(C(=O)c2ccccc2)c1	7%	1%	-1%[60.1 µM]	0%	-4%	-8%	-13	1%	-8%

The list itself, repeating the preview:
SMILES	POLI inh	Pol eta inh	Pol kappa inh	BLM inh	POLB inh	Anesthetic bind	RXFP1 antag	APEX1 inh	Tb PGK inh
COc1ccc(CCC(=O)Nc2nnc(C)s2)cc1	-12%	-9%	-8%	x	x	x	10	x	-2%
CCC(=O)Nc1cccc(C(=O)c2ccccc2)c1	7%	1%	-1%[60.1 µM]	0%	-4%	-8%	-13	1%	-8%
NC(=O)CCC(NC(=O)c1ccc(Cl)cc1)C(=O)O (stereo not given)	-2%	-15%	1%	-1%	4%	-2%	4	u	-6%
NS(=O)(=O)c1ccc(CNS(=O)(=O)c2cc(Cl)ccc2Cl)cc1	37%[activator]	-5%	-4%	-3%	15%	3%	0	0%	i
O=C(N=Nc1c(O)[nH]c2ccc(Br)cc12)c1cc(-c2cccs2)nc2ccccc12	44%[activator]	-7%	-6%	2%	29%	-5%	-4	7%	1%
COc1ccc(S(=O)(=O)N2CCN(CC(=O)Nc3ccccc3OC)CC2)cc1	7%	5%	-11%	-7%	0%	-3%	-17	-5%	-2%
COc1ccccc1NC(=O)Nc1cccc(C)n1	22%	-12%	7%	-4%	17%	-5%	-1	22%	i
CCN1C(=NCCN2CCOCC2)N[C@@H](CCc2ccccc2)C(C(=O)OC)=C1C	x	x	x	2%&-1%	36%&32%	-19%&-3%	x	22%&2%	x
CC12CCC(C(=O)NNc3ccccc3)(C(=O)C1=O)C2(C)C (stereo not given)	-4%	-13%	-17%	-5%	-11%	8%	-4	-4%	-7%
Cc1ccc(Nc2cc(C)nc3ncnn23)c(C)c1	107%[activator]	-23%	0%	-5%	1%	-7%	9	29%	1%
CCc1nc(SCc2ccc(OCC(C)C)cc2)n[nH]1	-3%	-19%	3%	-5%	16%	-1%	-6	10%	-9%
Cc1ccccc1NC(=O)c1cc[n+]([O-])cc1	26%	-11%	-7%	-4%	12%	-9%	-4	-14%	0%
Cn1c(=O)c2c(nc(Cc3ccccc3)n2C)n(C)c1=O	-13%	11%	0%	-3%	-1%	8%	0	-5%	-7%
COc1ccc(CNS(=O)(=O)c2cc3c(cc2Cl)N(C(C)=O)CCO3)cc1	-24%	-15%	-24%	-2%	-12%	-4%	-12	x	-6%
Cc1cc(C)cc(SCc2noc(C(=O)NCCN(C)C)c2C(=O)NCCN(C)C)c1	u	2%	-13%	x	x	x	x	x	-1%

Gathered by group: the entries above with an aryl methoxy group (4)
SMILES	POLI inh	Pol eta inh	Pol kappa inh	BLM inh	POLB inh	Anesthetic bind	RXFP1 antag	APEX1 inh	Tb PGK inh
COc1ccc(CCC(=O)Nc2nnc(C)s2)cc1	-12%	-9%	-8%	x	x	x	10	x	-2%
COc1ccc(S(=O)(=O)N2CCN(CC(=O)Nc3ccccc3OC)CC2)cc1	7%	5%	-11%	-7%	0%	-3%	-17	-5%	-2%
COc1ccccc1NC(=O)Nc1cccc(C)n1	22%	-12%	7%	-4%	17%	-5%	-1	22%	i
COc1ccc(CNS(=O)(=O)c2cc3c(cc2Cl)N(C(C)=O)CCO3)cc1	-24%	-15%	-24%	-2%	-12%	-4%	-12	x	-6%

(more compounds)
SMILES	POLI inh	Pol eta inh	Pol kappa inh	BLM inh	POLB inh	Anesthetic bind	RXFP1 antag	APEX1 inh	Tb PGK inh
COc1cc(OC)cc(C(=O)N2CCCc3ccccc32)c1	23%	-4%	-1%	-1%	0%	u	-8	-6%	-5%
CCN(C(=O)c1ccc(NC(C)=O)cc1)c1ccccc1	5%	-10%	-1%	-3%	20%	-3%	-2	14%	4%
CCCCNc1c(-c2ccc(-c3cccc(Cl)c3)cc2)nc2ccc(Cl)cn12	3%	-7%	-13%	x	x	x	x	25%	-9%
COc1ccc(OCC(=O)Nc2ccc3nc(C)sc3c2)cc1	76%[activator]	-19%	5%	-6%	0%	-13%	1	28%	-5%
Cc1ccc(S(=O)(=O)NCc2ccccc2)cc1C(=O)N1CCCC(C(F)(F)F)C1 (stereo not given)	16%	u	-9%	x	x	x	-4	-4%	0%
CSc1nnnn1-c1ccc(C(=O)O)cc1	7%	-13%	-8%	-8%	0%	-7%	7	u	4%
COc1ccc(N(CC(=O)Nc2ccc(Cc3ccncc3)cc2)S(=O)(=O)c2ccccc2)cc1	94%[activator]	-10%	-1%	-8%	13%	1%	2	-1%	7%
O=C(O)CC(C(=O)Nc1ccc(F)cc1)C1CCCO1 (stereo not given)	-15%	-2%	-6%	-2%	18%	9%	-3	16%	-9%
CC(C)(C)NC(=O)COC(=O)c1cncc(Br)c1	35%[activator]	-23%	-1%	-4%	10%	-6%	1	17%	-1%
CCCSCCCNC(=O)CN1C(=O)COc2ccc(S(=O)(=O)N3CCCC3)cc21	u	-13%&-5%	-4%&-34%	1%&0%	3%&3%	-2%&-3%	1	-9%	-5%&5%
O=C(c1ccc2c(c1)OCCO2)N1CCN(Cc2c(F)cccc2Cl)CC1	-28%	-6%	4%	x	x	x	6	-1%	-6%
Cc1cc(Cl)nc(Cl)c1C(=O)NC(=O)NCCC(C)C	5%	-5%	-8%	-5%	3%	-17%	-4	-3%	1%
Cc1ccccc1N(CC(=O)NC1CCCC1)C(=O)C1(C)CC(=O)N=C2C=CC=CN21 (stereo not given)	-3%	-5%	8%	2%	2%	-6%	-16	5%	i
CCCNC(=O)N[C@@H](CCSC)C(=O)OC	u	-9%	0%	1%	16%	-6%	-9	2%	-2%
Cc1cc(C(=O)Nc2ccc(S(=O)(=O)N3CCCC3)cc2)cs1	-11%	-8%	-2%	-3%	-1%	-17%	-25	-1%	-6%
S=C(NCc1ccncc1)Nc1ccc(Cl)c(Cl)c1	3%	-25%	-4%	-2%	35%	2%	-4	0%	i
CCOc1cc(C2c3c(-c4ccc(Br)cc4)n[nH]c3C(=O)N2c2ccc(Cl)cc2)ccc1O (stereo not given)	-12%	-28%	-6%	-18%	2%	-7%	x	x	11%
CC(C(=O)Nc1ccc(N2CCOCC2)cc1)N1C(=O)NC(C)(C)C1=O (stereo not given)	-11%	-11%	-3%	x	x	x	-11	27%	-9%
NC(=O)c1nn(-c2ccccc2)nc1NC(=O)Cn1nnc(-c2ccccc2)n1	8%	-9%	-9%	1%	28%	0%	13	0%	i
O=C(O)CSc1ncccc1C(=O)O	22%	3%	-5%	-3%	11%	2%	8	2%	-2%
CCCCNC(=O)c1cc(-c2ccc(F)cc2)on1	u	2%	0%	0%	4%	0%	2	2%	-2%
Cc1nc2ccc(S(=O)(=O)NCC(=O)N3CCc4ccccc4C3)cc2s1	-3%	1%	1%	-2%	5%	-11%	6	-1%	-10%
COCCCNC(=O)c1c(N)n(/N=C/c2ccccn2)c2nc3ccccc3nc12	u	-12%	-5%	-4%	16%	-16%	-10	6%	i
CCC(C)NC(=O)c1cnc2n(c1=O)CCS2 (stereo not given)	12%	-10%	-2%	-1%	1%	-3%	x	-1%	i
O=C(NNS(=O)(=O)c1ccccc1)C(O)(c1ccccc1)c1ccccc1	23%	-3%	-15%	-1%	1%	-4%	1	-10%	5%
CCOc1ccc(-n2c(SCC(=O)Nc3ccc(CC)cc3)nc3n[nH]c(C)c3c2=N)cc1	6%	-25%	-11%	-13%	1%	-13%	-5	5%	i
O=C(NCc1ccccc1Cl)c1ccc(NC(=O)N2CCSc3ncccc32)cc1	u	1%	-21%	-7%	37%	-6%	1	x	10%
Cc1cc(OCC(=O)Nc2ncn[nH]2)c(C)c(C)c1Br	0%	-6%	-1%	-5%	0%	-8%	x	x	-1%
Cc1cc(C)cc(C(=O)Nc2cccnc2)c1	10%	1%	10%	-1%	18%	-2%	-2	4%	-2%
O=C(COc1ccc(Br)cc1)Nc1ccccc1C(=O)NC1CC1	60%[activator]	-12%	-10%	x	x	x	-17	4%	-1%
CN1CCN(C(=O)c2cc3nc(-c4ccccc4)cc(C(F)(F)F)n3n2)CC1	14%	0%	-13%	3%	-1%	-1%	-4	6%	0%
c1ccc(C2=Nn3c(Cn4nnc5ccccc54)nnc3SC2)cc1	36%[activator]	-18%	1%	-1%	18%	-8%	-5	-3%	i
O=C(Nc1n[nH]c(C(F)(F)F)n1)c1cccs1	4%	-8%	6%	-3%	-1%	9%	-1	6%	-4%
C#CCn1c(=NC(=O)CSC(C)=O)sc2cc(F)ccc21	u	7%	-16%	-6%	u	-4%	8	-6%	-1%
CCn1c(CSCc2ccccc2)n[nH]c1=S	29%	-17%	-2%	-6%	53%	u	-20	6%	i
CN(C)C(CNC(=S)Nc1ccc(F)cc1)c1cccnc1 (stereo not given)	-7%	0%	-2%	-3%	8%	-3%	3	-15%	3%
Cc1ccc(SCc2[nH]nc3c2C2(C(=O)Nc4ccc([N+](=O)[O-])cc42)C(C#N)=C(N)O3)cc1 (stereo not given)	-7%	-14%	-4%	-6%	18%	-18%	-13	-5%	i
CN(C)CCCNc1nc(-c2ccccc2)nc2ccccc12	18%	-23%	-1%	20%	3%	-11%	4	5%	i
Cc1cccc(Cn2c(CN3CCC(C(=O)NC(C)C)CC3)cc3ccccc32)c1	9%	-26%	-4%[60.1 µM]	0%	-24%	-17%	-17	x	-7%
Cc1cccn2cc(CNC(=O)c3ccc(Br)o3)nc12	4%	-18%	-20%	-2%	4%	-6%	1	0%	-3%
O=C(NCCCN1CCN(c2ccccc2)CC1)c1ccc2nc(Cc3ccccc3)oc2c1	-8%	-15%	-7%[60.1 µM]	-1%	-2%	-6%	-21	x	-3%
CCN(CC)S(=O)(=O)c1cccc(NC(=O)COC(=O)C2CC3C=CC2C3)c1 (stereo not given)	-13%	-9%	-1%	-15%	-17%	-16%	2	-1%	-13%
CCCC(=O)Nc1nc(-c2ccc(OC)cc2)cs1	0%	-4%	-3%	-1%	0%	-2%	-3	-14%	-3%

Source: PubChem (National Center for Advancing Translational Sciences (NCATS))

Some of the compounds tested. The share of hits here may be higher or lower than overall.
